# Source: PubChem BioAssay (Sanford-Burnham Center for Chemical Genomics)
# ATG4B inhibitor – inhibitors of human ATG4B cysteine protease. Q9Y4P1. ATG4B cleavage of LC3-PLA2, NBD-HPC fluorescence, 1 h. inhibition, % at 8.33 µM. 340,000 tested, 0.51% active. AID 504462; in the data active = inhibition above about 40%
# Target sequence (Q9Y4P1 whole entry, looked up): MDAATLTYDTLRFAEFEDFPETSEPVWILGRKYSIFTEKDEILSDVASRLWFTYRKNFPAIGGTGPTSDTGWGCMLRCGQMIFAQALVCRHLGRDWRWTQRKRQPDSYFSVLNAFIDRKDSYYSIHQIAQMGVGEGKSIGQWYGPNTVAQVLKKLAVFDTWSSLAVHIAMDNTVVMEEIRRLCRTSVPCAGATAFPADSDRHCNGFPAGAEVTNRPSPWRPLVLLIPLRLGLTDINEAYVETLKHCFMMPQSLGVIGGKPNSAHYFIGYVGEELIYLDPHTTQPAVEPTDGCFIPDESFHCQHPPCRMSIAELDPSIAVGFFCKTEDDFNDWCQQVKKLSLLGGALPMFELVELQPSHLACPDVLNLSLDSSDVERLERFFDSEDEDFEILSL
# hIAP inh – human IAP inhibition; purified IAP, CDP-Star luminescence, 30 min; inhibition, % at 10 µM; 330,000 tested, 0.12% active; AID 2544;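 active = inhibition reaching a set limit with compound at 10 µM in the primary screen, cut at about 35% in these data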;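 note: plate controls were DMSO wells with enzyme for no effect and no-enzyme buffer wells for full effect; values of inactives mirror those of a sister screen read the other way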
# Target sequence (P09923 whole entry, looked up): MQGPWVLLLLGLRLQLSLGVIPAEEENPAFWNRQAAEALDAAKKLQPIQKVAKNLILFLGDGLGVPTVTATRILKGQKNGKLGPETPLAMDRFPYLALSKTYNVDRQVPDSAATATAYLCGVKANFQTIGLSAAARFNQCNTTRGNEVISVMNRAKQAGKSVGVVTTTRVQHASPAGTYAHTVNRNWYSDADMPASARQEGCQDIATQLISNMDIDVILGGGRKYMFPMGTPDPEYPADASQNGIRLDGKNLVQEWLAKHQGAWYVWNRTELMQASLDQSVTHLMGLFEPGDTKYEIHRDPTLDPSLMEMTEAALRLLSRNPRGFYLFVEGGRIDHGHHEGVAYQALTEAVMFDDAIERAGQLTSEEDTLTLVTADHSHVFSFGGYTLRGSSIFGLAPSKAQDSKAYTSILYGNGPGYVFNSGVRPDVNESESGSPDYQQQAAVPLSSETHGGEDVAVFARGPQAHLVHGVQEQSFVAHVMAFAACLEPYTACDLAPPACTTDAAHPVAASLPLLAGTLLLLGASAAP
# Apaf-1 inh – blocks human Apaf-1 apoptosome activity; O14727; reconstituted apoptosome caspase-3 activity, DEVD-Rh110 fluorescence; inhibition, % at 20 µM; 330,000 tested, 0.71% active; active = inhibition of at least 40% at 20 µM;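 note: plate controls were DMSO wells for no effect and DEVD-CHO caspase inhibitor wells for full effect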
#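 Medium: Hepes buffer, pH 7.5 / System: biochemical Apaf-1 apoptosome reconstitution / Measured by: Rh110 fluorescence, excitation 480 nm, emission 540 nm / Times: compound with Apaf-1, dATP, procaspase-3 30 min, then 50 min reaction, room temperature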
# NLRP3 yeast inh – NALP3 inhibition in yeast; Yeast reconstituted NLRP3/ASC/caspase-1, beta-gal luminescence, 24 h; inhibition, % at 10 µM; 330,000 tested, 0.39% active; AID 2825;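 active = inhibition of 50% or more; inactive = inhibition below 50%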;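 note: plate controls were induced DMSO wells for no effect and uninduced yeast grown without galactose for full effect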
# TIM10 inh – growth inhibitors of TIM10 yeast strain | S. cerevisiae TIM10 strain growth, BacTiter-Glo luminescence, 24 h | inhibition, % at 10 µM | 330,000 tested, 1.4% active | AID 463195;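 active = inhibition of 40% or more at the single tested concentration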;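 note: wild-type TIM10 isogenic control strain grown at permissive 25 °C; 0% = DMSO yeast wells and 100% = minimal medium wells without yeast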
# tim10-1 inh – growth inhibitors of tim10-1 mutant yeast; inhibition, % at 20 µM; S. cerevisiae tim10-1 ts strain growth, BacTiter-Glo, 24 h; AID 463190; 330,000 tested, 2.2% active;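 active = inhibition of at least 40%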;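 note: mutant grown at 25 °C; 0% = DMSO wells with yeast and 100% = wells holding no yeast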
# mIAP activ – mouse IAP activation. 330,000 tested, 0.24% active. muIAP, CDP-Star luminescence, 30 min; stronger effect = higher value; 1 = vehicle-only enzyme signal, 0 = enzyme-free wells. activation factor at 10 µM;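 active = activation factor of at least 2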; note: the source names both 10 and 20 µM as test concentration; values of inactives mirror those of a sister screen read the other way
#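 also added = chemiluminescent substrate CDP-Star | test system = mouse IAP enzyme | signal = chemiluminescence readout | compound = DMSO-dissolved test compounds | incubation = 30 min at room temperature | benchmarks = DMSO wells, no-enzyme wells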
# mIAP inh – mouse IAP inhibition; purified mouse IAP, CDP-Star luminescence, 30 min; inhibition, % at 10 µM; 330,000 tested, 0.2% active;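 active = inhibition of at least 40% at 10 µM in the primary screen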;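 note: plate controls were DMSO with enzyme for no effect and no enzyme wells for full effect; values of inactives mirror those of a sister screen read the other way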
# hIAP act – human IAP activation. 330,000 tested, 0.16% active. purified human IAP, CDP-Star luminescence, 30 min; stronger effect = higher value; 1 = vehicle-only enzyme, 0 = enzyme-free background. activation factor at 10 µM. P09923;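 active = activation factor of the enzyme at least 2-fold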; note: the source names both 10 and 20 µM as test concentration; values of inactives mirror those of a sister screen read the other way
# * hit, by the source's call; · = no result given.
SMILES,ATG4B inhibitor,hIAP inh,Apaf-1 inh,NLRP3 yeast inh,TIM10 inh,tim10-1 inh,mIAP activ,mIAP inh,hIAP act
COc1ccc(S(=O)(=O)n2[nH]c(=O)c(CCO)c2C)cc1,-3,9,8,4,0,-12,0.99,1,0.91
COCCNc1c(-c2cc3ccc(C)c(C)c3[nH]c2=O)nc2ccccn12,1,-4,7,-3,13,7,1.1,-7,1
O=C(CN1CCC(C(=O)O)CC1)Nc1ccccc1Oc1ccccc1,1,19,-6,11,11,8,0.95,4,0.81
Cc1ccc(S(=O)(=O)N(C)c2ccc(C(=O)Nc3cccnc3)cc2)cc1,-5,7,16,5,-11,21,1.2,-17,0.93
O=C(C1COc2ccccc2O1)N1CCN(c2nc3c(F)cc(F)cc3s2)CC1 (stereo not given),-2,5,18,24,16,40*,0.99,1,0.95
CC(=O)NC(c1cccc([N+](=O)[O-])c1)c1c(OC(C)=O)ccc2ccccc12 (stereo not given),-8,-13,18,11,23,15,1,-3,1.1
COc1ccc(CN=C2NN=C(c3ccccc3)CS2)cc1,-1,12,7,25,6,2,1,0,0.88
Cc1ccc(N2CC(C(=O)OCC(=O)C(C)(C)C)CC2=O)cc1C (stereo not given),6,14,12,-2,12,34,1.1,-5,0.86
COc1ccc(N2CCN(S(=O)(=O)/C=C/c3ccccc3)CC2)cc1,-12,-8,14,3,-12,7,0.91,9,1.1
O=S(=O)(c1cccc2nonc12)N1CCCCCC1,-2,-20,9,-22,-9,-10,1,-5,1.2
COC(=O)CCN(C(=O)c1cccc([N+](=O)[O-])c1)c1ccccn1,4,0,-6,9,-1,-3,1.1,-7,1
O=C(Cn1cnc2c(nnn2Cc2ccc(F)cc2)c1=O)N1CCCc2ccccc21,2,-41,4,-7,-8,-26,1.1,-9,1.4
O=C(c1c(F)cccc1F)N1CCN(CCOc2ccccc2)CC1,-1,-6,-6,20,8,-8,0.95,5,1.1
Cc1onc(-c2c(F)cccc2Cl)c1C(=O)N1CCCc2ccccc21,2,0,3,16,27,19,0.98,2,1
Cc1ccccc1-c1nc2ccccc2o1,-5,15,4,-12,-8,-4,1,-2,0.85
COc1ccc(Cc2nnc(SC(C)C(=O)Nc3ccc(F)cc3Cl)o2)cc1 (stereo not given),4,-11,8,-1,0,11,0.78,22,1.1
CCCC(=O)N1CCN(c2ccc(NC(=O)c3ccc(Br)o3)cc2)CC1,0,-2,-2,10,10,19,0.99,1,1
CCN1C(=O)C(CC(=O)NC)N(NC(=O)c2ccccc2)C1=S (stereo not given),-6,-4,-6,4,6,0,0.92,8,1
O=C(CSc1nc2[nH]ncc2c(=O)[nH]1)NCc1ccccc1Cl,3,6,-5,0,-4,11,0.97,3,0.94
CCOC(=O)COc1ccc(N)cc1CC(NC(C)=O)(C(=O)OCC)C(=O)OCC,0,-14,-24,7,8,16,0.95,5,1.1
Cc1ccccc1NC(=O)Cn1nc(C)n2cccc2c1=O,4,13,-4,-11,-8,20,0.94,6,0.87
Cc1ccc(NC(=O)c2cc(C(C)(C)C)nn2Cc2ccccc2)cc1,-4,-12,5,-19,35,33,1.4,-39,1.1
O=C(CSc1nnc(-c2cccnc2)n1Cc1ccco1)Nc1nc(-c2ccc(F)cc2)cs1,5,-4,26,-1,18,19,0.94,6,1
Cc1cc(NC(=O)CCN2C(=O)/C(=C\c3ccccc3)SC2=S)no1,3,7,-5,6,-33,2,0.93,7,0.93
Cc1ccc(S(=O)(=O)N2CCN(S(=O)(=O)N3CCC(C)CC3)CC2)c(C)c1,3,11,5,23,4,2,0.98,2,0.89

# The closing 4 entries of the part above come first, to join the parts.
SMILES,ATG4B inhibitor,hIAP inh,Apaf-1 inh,NLRP3 yeast inh,TIM10 inh,tim10-1 inh,mIAP activ,mIAP inh,hIAP act
Cc1ccc(NC(=O)c2cc(C(C)(C)C)nn2Cc2ccccc2)cc1,-4,-12,5,-19,35,33,1.4,-39,1.1
O=C(CSc1nnc(-c2cccnc2)n1Cc1ccco1)Nc1nc(-c2ccc(F)cc2)cs1,5,-4,26,-1,18,19,0.94,6,1
Cc1cc(NC(=O)CCN2C(=O)/C(=C\c3ccccc3)SC2=S)no1,3,7,-5,6,-33,2,0.93,7,0.93
Cc1ccc(S(=O)(=O)N2CCN(S(=O)(=O)N3CCC(C)CC3)CC2)c(C)c1,3,11,5,23,4,2,0.98,2,0.89
COCCOC(=O)CSc1ncccc1-c1nc2cc(C)c(C)cc2[nH]1,-13,-12,-8,7,28,12,1.1,-11,1.1
Cc1nc(-n2nnc3ccccc32)c2c3c(sc2n1)CCCC3,30,14,3,-13,35,37,0.95,5,0.86
CC(C)C(c1nnnn1C1CCCCC1)N1CCOCC1 (stereo not given),2,-12,1,-23,-14,19,1,-3,1.1
O=C(c1cc(N2C(=O)C3C4CCC(C4)C3C2=O)ccc1Cl)N1CCCCCC1 (stereo not given),-7,-8,7,0,-24,21,1.1,-7,1.1
CC(C)(C)NC(=O)CN(Cc1cccs1)C(=O)CCN1CCc2ccccc21,-5,6,2,7,-1,25,1,-2,0.94
Cn1cc(C(=O)Nc2ccc(Cl)cc2)c(C(F)(F)F)n1,-13,0,-11,22,-3,-1,0.95,5,1
COc1ccc(OC)c(NC(=O)CNC(=O)Cn2cnc3sc(C)cc3c2=O)c1,4,-23,5,4,1,-13,1.1,-7,1.2
CC(NC(=O)c1cccnc1)C(c1cccs1)N1CCN(C)CC1 (stereo not given),-6,17,6,17,-5,-17,1.1,-8,0.83
COC(=O)c1sccc1NC(=O)C1C2C=CC(O2)C1C(=O)O (stereo not given),-6,-5,8,-4,-10,6,1,-3,1
COC(=O)CN(c1ccc(Cl)cc1C)S(C)(=O)=O,-1,-9,-5,15,-8,-8,1,-2,1.1
CC1CCC2(CC1)NC(CO)(CO)CO2 (stereo not given),-3,1,3,11,-10,9,1,-4,0.99
CCc1ccc(NC(=O)C(=O)NCCN2CCN(Cc3ccc([N+](=O)[O-])cc3)CC2)cc1,-4,13,9,10,14,20,0.94,6,0.87
CSc1ccc(CNCCN2CCOCC2)cc1,-10,13,-12,5,2,-11,0.97,3,0.87
Clc1ccc2c(c1)CCc1cccnc1C2=C1CCNCC1,·,2,6,5,8,12,1.1,-6,0.98
N=c1sccn1CC(=O)Nc1cc(S(=O)(=O)N2CCCCC2)ccc1Cl,-6,0,-25,-4,-12,16,0.96,4,1
CCOc1ccc(/C=N/Nc2ccc(C(F)(F)F)cc2[N+](=O)[O-])cc1O,5,3,5,6,2,29,0.83,17,0.97
CCC(=O)N1CCN(c2cc(C)ccc2C)CC1,-2,4,17,9,-13,10,1.2,-19,0.96
COc1ccccc1CNS(=O)(=O)c1csc(C(N)=O)c1,-7,-2,1,-9,-9,-2,0.93,8,1
O=C(/C=C/c1ccc(Br)cc1)NCc1cccs1,2,15,0,32,11,10,0.94,6,0.85
Cc1nnc(SCC(=O)NCC(=O)Nc2ccc(F)c(F)c2F)n1Cc1ccccc1,-8,6,2,6,-12,2,1.1,-6,0.94
CCOc1ccc(CCNC(=O)c2cccc(S(=O)(=O)N3CC(C)OC(C)C3)c2)cc1OCC (stereo not given),-3,11,-2,15,2,13,0.95,5,0.89
Cc1ccc(-c2cn3c(n2)SCC3)cc1,-5,-1,15,17,-4,-13,0.98,2,1
Clc1ccc(C2=NNC(=NCC3CCCO3)SC2)cc1 (stereo not given),1,11,1,13,15,17,0.82,18,0.89
Cc1ccc(NC(=O)COC(=O)Cn2c(C)csc2=O)c([N+](=O)[O-])c1,1,-11,2,8,10,1,1,-4,1.1
Cc1ccc2nc(NC(=O)Cn3cc4c(n3)CCCCC4)sc2c1,-16,8,20,5,40,4,0.98,2,0.92

# Reformatted with tabs: 2 of the compounds above.
smiles	ATG4B inhibitor	hIAP inh	Apaf-1 inh	NLRP3 yeast inh	TIM10 inh	tim10-1 inh	mIAP activ	mIAP inh	hIAP act
Cc1nnc(SCC(=O)NCC(=O)Nc2ccc(F)c(F)c2F)n1Cc1ccccc1	-8	6	2	6	-12	2	1.1	-6	0.94
CCOc1ccc(CCNC(=O)c2cccc(S(=O)(=O)N3CC(C)OC(C)C3)c2)cc1OCC (stereo not given)	-3	11	-2	15	2	13	0.95	5	0.89

# Further records follow:
SMILES,ATG4B inhibitor,hIAP inh,Apaf-1 inh,NLRP3 yeast inh,TIM10 inh,tim10-1 inh,mIAP activ,mIAP inh,hIAP act
CC(C)c1ccc(N=c2c([N+](=O)[O-])nn(-c3ccc4c(c3)OCCO4)n2O)cc1,-13,32,-7,-28,24,22,0.93,7,0.68
CCN(Cc1cnn(C)c1)C(=O)c1ccc2nc(Cc3cccc(Cl)c3)oc2c1,5,13,9,13,8,9,0.97,3,0.87
CSCCC(=O)N1CCC(CCC(=O)NC2CC2)CC1,6,-8,8,13,8,10,1.1,-6,1.1
Nc1ccc(-c2cnc[nH]2)cc1[N+](=O)[O-],-6,9,-11,25,8,14,0.88,12,0.91
O=C(NN=C1CCCC1)c1ccccc1OCCOc1ccccc1,-4,2,12,-3,-1,-25,1,-4,0.98
CC(=O)CCc1ccc(OCC(=O)Nc2cccc(S(=O)(=O)N(C)c3ccccc3)c2)cc1,-9,8,18,18,10,23,1,-2,0.92
CCc1nnc(NC(=O)CSc2nc3c(c(=O)n2C)SC(C)C3)s1 (stereo not given),-10,-14,6,16,10,12,1,-1,1.1
O=C(/C=C/c1ccccc1)NCc1ccc2c(c1)OCO2,-9,-17,-2,46,-30,-31,0.94,6,1.2
Cn1c(=O)c2c(nc(Sc3ncnn3CC(=O)NC3CCCCC3)n2C)n(C)c1=O,-4,-5,-8,4,-19,-18,1.1,-15,1.1
CN(C(=O)c1ccc(COc2ccccc2Cl)o1)c1ccccc1,22,-6,16,22,-13,28,0.9,10,1.1
CCOC(=O)C1CCCN(C(=O)c2cnn3c(C(F)F)cc(-c4ccc(C)cc4)nc23)C1 (stereo not given),-14,9,12,14,15,-6,1,-2,0.91
Cc1nc2c(C)cccc2cc1C(=O)N/N=C/c1cccc([N+](=O)[O-])c1,3,-5,-7,7,32,31,1.1,-5,1.1
COC(=O)c1cc(Sc2cccc(Cl)c2Cl)ccn1,-1,-17,5,16,-34,-73,1.1,-10,1.2
Cc1ccccc1NC(=O)NCCc1c[nH]c2ccccc12,29,-4,-11,-17,-14,10,1.3,-26,1
CC(=O)c1c(OC(=O)c2ccccc2)ccnc1C(F)(F)F,-3,-1,-11,5,8,8,0.98,2,1
Cc1cc(Nc2ccc(F)c(F)c2)nc(-c2ccccc2O)n1,-4,-10,-22,-5,14,17,1.1,-5,1.1
O=C(/C=C/c1ccccc1)N1c2ccccc2Sc2ccc(C(F)(F)F)cc21,7,9,4,8,15,3,0.96,3,0.91
C/C=C(\C)CN1CCN(c2ccccc2)CC1,0,-15,-7,15,-5,-3,0.94,6,1.1
Cc1cnc(NC(=O)Cc2ccc(C)c(C)c2)s1,-7,-8,10,16,10,-34,0.99,1,1.1
COc1ccc(/C=C2\N=C3CCCN3C2=O)cc1,1,7,7,3,2,21,1.1,-9,0.93
COc1cc(OC)c2c(-c3cccc(-c4ccc(NC(C)=O)cc4)c3)cc(=O)oc2c1,-10,·,18,·,-19,-5,0.97,3,·
CN1CCN(C(=O)c2cc3c(n(-c4ccccc4)c2=O)CC(C)(C)CC3=O)CC1,2,-4,2,4,-7,5,1,0,1
O=C(CSc1nc2ccccc2c(=O)n1-c1ccccc1)NCc1ccc2c(c1)OCO2,-3,9,-5,2,26,26,1,-3,0.91
CCOc1ccc(CC(C(N)=O)C(N)=O)cc1,-3,6,6,31,3,0,1,-4,0.94
O=C(NC1CC1)c1ccc(S(=O)(=O)NCC2CCCCC2)cc1,4,11,-1,5,1,1,1,-1,0.89
